Tb PGK inh = T. brucei PGK inhibition | P07378 | PGK/GAPDH coupled, Kinase-Glo luminescence, 60 min | Potency, µM (doses to about 57.5 µM), inactives show top-dose activity change, negative = inhibition, hits mostly inhibitors | 0.043% of 380,000 active | AID 602233; note: potency is the fitted concentration of half-maximal effect; nearly all actives have a fitted effect of over 60% in size
Target sequence (P07378 whole entry, looked up): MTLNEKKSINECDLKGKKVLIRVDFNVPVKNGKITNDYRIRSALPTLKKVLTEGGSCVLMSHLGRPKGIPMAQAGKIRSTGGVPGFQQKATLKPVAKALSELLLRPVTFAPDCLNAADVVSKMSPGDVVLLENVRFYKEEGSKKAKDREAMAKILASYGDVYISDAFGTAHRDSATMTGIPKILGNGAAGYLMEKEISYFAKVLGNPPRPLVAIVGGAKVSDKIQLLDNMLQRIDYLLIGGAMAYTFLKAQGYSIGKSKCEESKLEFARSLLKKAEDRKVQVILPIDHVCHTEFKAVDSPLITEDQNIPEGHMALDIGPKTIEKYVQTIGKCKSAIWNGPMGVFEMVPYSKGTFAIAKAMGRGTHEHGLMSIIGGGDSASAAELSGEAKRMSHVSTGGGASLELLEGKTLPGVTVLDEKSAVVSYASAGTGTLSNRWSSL
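Luminescent ATP detection (Kinase-Glo Plus) follows a 60-minute room-temperature incubation, with wells lacking PGK as controls. Buffer: 100 mM TEA (pH 7.6), 5 mM MgCl2, 0.01% Tween-20. Coupling enzyme GAPDH (100 nM final) supplies unstable 1,3-BPG in-well.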
PI4K2A inh = blocks human PI4K2A kinase activity. purified PI4K2A, ADP-Glo luminescence, 1 h; stronger effect = lower value. activity change, negative = inhibition, % at 76.9 µM. 0.13% of 420,000 active. AID 1346378; in the data active = activity change below about -50%; inconclusive = mostly about -30% to -49%;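 note: -100% = wells without enzyme as full effect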
Target sequence (Q9BTU6 whole entry, looked up): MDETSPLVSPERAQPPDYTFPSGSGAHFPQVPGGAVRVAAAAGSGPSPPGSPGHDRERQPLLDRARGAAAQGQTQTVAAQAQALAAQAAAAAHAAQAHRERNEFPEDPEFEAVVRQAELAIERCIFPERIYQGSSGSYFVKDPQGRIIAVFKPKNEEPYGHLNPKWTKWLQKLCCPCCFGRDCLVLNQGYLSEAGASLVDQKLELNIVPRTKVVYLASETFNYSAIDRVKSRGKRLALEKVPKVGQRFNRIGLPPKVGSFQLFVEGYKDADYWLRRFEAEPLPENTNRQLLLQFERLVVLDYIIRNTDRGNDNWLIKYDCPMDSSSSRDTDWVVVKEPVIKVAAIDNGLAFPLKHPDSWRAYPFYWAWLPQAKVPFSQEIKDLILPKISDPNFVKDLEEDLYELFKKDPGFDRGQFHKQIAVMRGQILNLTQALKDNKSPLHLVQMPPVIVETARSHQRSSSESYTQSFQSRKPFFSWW
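PI4K2A activity was measured by ADP-Glo luminescence: enzyme (4 ug/mL stock) and phosphatidylinositol (1.2 mM stock) in Tris pH 7.5/MgCl2/EGTA/Triton X-100 buffer were reacted with ATP (300 microM stock) for one hour at ambient temperature.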
GLS inh = blocks human kidney-isoform glutaminase activity | 0.21% of 410,000 active | Potency, µM (highest dose often 45.5 µM), for the others: top-dose activity change, negative = inhibition, actives largely listed as inhibitors | GLS enzymatic activity, qHTS titration | O94925; note: potency is the fitted concentration of half-maximal effect
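Coupled fluorescence readout: glutamate oxidase/HRP/Amplex Red detect glutamate formed by hKGA from L-glutamine (1 mM solution added). Buffer 45 mM KH2PO4 pH 8.2, 0.02% Tween-20; reads at t0 and 30 min RT.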
* hit, by the source's call; i = inactive; ? = inconclusive; [ ] = remark or other dose. Unless noted, calls come from the whole dose curve; as a rule, active = well fitted curve in the direction sought with a large enough effect; inconclusive = small, poorly fitted or top-dose-only effect, or another doubt; inactive = no such curve, though single readings can be large; an effect the other way counts as inactive or inconclusive. Unless noted, % is set by controls: 0 for no effect and ±100 for the full control effect. An excerpt; rates above refer to the full screens.

1. COc1ccc(NC(=O)C[C@H]2C(=O)N(c3ccc(Br)cc3)C[C@@H]2C)cc1
2. Nc1ccn([C@@H]2O[C@H](CNC(=O)[C@@H](Cc3cccnc3)NC=O)[C@@H](O)[C@H]2O)c(=O)n1
3. O=C(CSc1nc2[nH]ncc2c(=O)[nH]1)Nc1cc(C(F)(F)F)ccc1Cl
4. Cc1nc(SCC(=O)Nc2sccc2C(N)=O)c2c(C)c(C)sc2n1
5. c1ccc2c(c1)nnn2Cn1nnc2ccccc21
6. O=S1(=O)CCN(C2CCCCCCC2)CC1
7. COc1ccc2cc(/C(C)=N/NC(=O)c3cc(C)oc3C)ccc2c1
8. O=C(O)c1ccccc1-c1ccccc1C(=O)Nc1ccc2c(c1)C(O)c1ccccc1-2 (centres undefined)
9. C[C@H]1CN([C@@H](C)CO)C(=O)CCCn2nncc2CO[C@H]1CN(C)C(=O)c1ccncc1
10. C[C@@H]1CN([C@@H](C)CO)C(=O)c2cc(Br)cnc2O[C@H]1CN(C)C(=O)Nc1ccccc1

screen / no.	1	2	3	4	5	6	7	8	9	10
GLS inh	-5%	5%	0%	-7%	3%	0%	-2%	16%	1%	-1%
Tb PGK inh	-2%	-5%	7%	-2%	-6%	-2%	i	2%	-6%	-10%
PI4K2A inh	5	-3	5	2	-4	4	-1	1	-6	-16

11. CCN1C(=O)[C@H]2[C@@H](c3ccc(OC)cc3)N[C@]3(CCCN(Cc4ccco4)C3=O)[C@H]2C1=O
12. COCC(=O)Nc1ccc2c(c1)[C@@H]1C[C@H](CC(=O)OC)O[C@@H](CO)[C@@H]1O2
13. C[C@@H]1CN([C@H](C)CO)C(=O)CCCn2nncc2CO[C@@H]1CN(C)C(=O)Nc1ccc(N2CCN(C)CC2)cc1
14. Cc1ccc(S(=O)(=O)NCc2ccccc2)cc1C(=O)N1CCN(S(=O)(=O)c2ccccc2F)CC1
15. CC(Sc1nc(N)cc(=O)[nH]1)C(=O)Nc1ccc(N2CCOCC2)cc1 (centres undefined)
16. O=C(Nc1cnns1)Oc1ccccc1
17. C[C@H]1CN([C@@H](C)CO)C(=O)CCCn2nncc2CO[C@H]1CN(C)S(=O)(=O)c1cccc(F)c1
18. N#CC(=Cc1ccnc2ccccc12)c1ccccc1
19. C[C@@H]1CN([C@H](C)CO)C(=O)CCCn2nncc2CO[C@H]1CN(C)C(=O)c1ccc2ccn(C)c2c1
20. CN1C(=O)[C@H]2[C@@H](c3ccc(C(F)(F)F)cc3)N[C@]3(CCCN(CC4CCCCC4)C3=O)[C@H]2C1=O

screen / no.	11	12	13	14	15	16	17	18	19	20
GLS inh	-12%	2%	26%	0%	24%	21%	-4%	-3%	1%	-5%
Tb PGK inh	-10%	-4%	2%	-7%	-7%	i	-4%	-1%	6%	i
PI4K2A inh	4	-1	-3	4	-6	1	-5	-1	1	-6

21. CCN(C(=O)c1c([N+](=O)[O-])cnn1C)c1ccccc1
22. COc1ccc(N2CCN(CC(=O)Nc3ccccc3C(=O)NC(C)c3ccccc3)CC2)cc1 (centres undefined)
23. O=C1[C@H]2[C@@H](c3ccc(C(F)(F)F)cc3)N[C@]3(CCCN(Cc4ccc(Cl)cc4)C3=O)[C@H]2C(=O)N1Cc1ccccc1
24. CC(=O)Nc1ccc(S(=O)(=O)NN=c2sc3ccccc3n2C)cc1N
25. CC(NC(=O)C(=O)c1cn(CC(=O)N2CCCC2)c2ccccc12)c1ccccc1 (centres undefined)
26. Cc1cn([C@H]2C[C@H](O)[C@@H](CNC(=O)[C@@H]3C[C@H](F)CN3)O2)c(=O)[nH]c1=O
27. COc1ccc(Cl)cc1NC(=O)C1CC(c2ccccc2Cl)=NO1 (centres undefined)
28. Nc1nc(N2CCCCC2)c2ncn(C3OC(CO)C(O)C3O)c2n1 (centres undefined)
29. CN(C)CCN(C)C1CN(Cc2ccc([N+](=O)[O-])cc2)S(=O)(=O)C1 (centres undefined)
30. CC1C(=O)N(Cc2cn(CCC3OCCO3)nn2)CCS(=O)(=O)N1Cc1ccc(-c2cccc(CO)c2)cc1 (centres undefined)

screen / no.	21	22	23	24	25	26	27	28	29	30
GLS inh	-1%	30%	-7%	?	-4%	-1%	-3%	-4%	0%	-2%
Tb PGK inh	-8%	-2%	3%	-13%	-1%	i	i	-8%	-9%	-9%
PI4K2A inh	-2	-4	-5	7	2	-2	-1	-3	-9	-1

31. Cc1ccc([C@H]2C[C@H](n3cc(COC(=O)c4ccccc4)nn3)[C@@H](O)CN2C(=O)C2CCCCC2)cc1
32. CC(C)NC(=O)N(C)C[C@H]1OCCCC[C@H](C)Oc2ccc(NC(=O)NC3CCCCC3)cc2C(=O)N([C@H](C)CO)C[C@@H]1C
33. COC(=O)Cn1ccnc1[N+](=O)[O-]
34. COCCCN1C(=O)C(CC(=O)NC(c2ccccc2)c2ccccc2)CC(C(=O)N2CCOCC2)=C1C (centres undefined)
35. O=C(NCc1cccnc1)c1cc(C(=O)NCc2cccnc2)cc([N+](=O)[O-])c1
36. CCCn1c(N)c(C(=O)CSc2nnc(Cc3cccs3)n2C2CC2)c(=O)[nH]c1=O
37. NC(=O)NN=C1CCN2CCCc3cccc1c32
38. COCC(=O)N(C)C[C@H]1Oc2cc(C#Cc3cccnc3)ccc2S(=O)(=O)N([C@H](C)CO)C[C@H]1C
39. COc1cc(NC(=O)CCNC(=O)N2CC(=O)Nc3ccccc32)cc(OC)c1OC
40. CC1=C(C(=O)N2CCOCC2)CC(CC(=O)NC2CCCC2)C(=O)N1Cc1ccccc1 (centres undefined)

screen / no.	31	32	33	34	35	36	37	38	39	40
GLS inh	-2%	3%	5%	0%	-3%	0%	33%[activator]	-2%	-6%	-5%
Tb PGK inh	-5%	-9%	-5%	-8%	-1%	7%	-2%	1%	-2%	-8%
PI4K2A inh	-4	-4	-1	-4	4	3	6	-7	-5	6

Given with values ahead of the structure: part of the list above
cpd | GLS inh | Tb PGK inh | PI4K2A inh | smiles
28 | -4% | -8% | -3 | Nc1nc(N2CCCCC2)c2ncn(C3OC(CO)C(O)C3O)c2n1 (centres undefined)
29 | 0% | -9% | -9 | CN(C)CCN(C)C1CN(Cc2ccc([N+](=O)[O-])cc2)S(=O)(=O)C1 (centres undefined)
30 | -2% | -9% | -1 | CC1C(=O)N(Cc2cn(CCC3OCCO3)nn2)CCS(=O)(=O)N1Cc1ccc(-c2cccc(CO)c2)cc1 (centres undefined)
31 | -2% | -5% | -4 | Cc1ccc([C@H]2C[C@H](n3cc(COC(=O)c4ccccc4)nn3)[C@@H](O)CN2C(=O)C2CCCCC2)cc1
32 | 3% | -9% | -4 | CC(C)NC(=O)N(C)C[C@H]1OCCCC[C@H](C)Oc2ccc(NC(=O)NC3CCCCC3)cc2C(=O)N([C@H](C)CO)C[C@@H]1C
33 | 5% | -5% | -1 | COC(=O)Cn1ccnc1[N+](=O)[O-]
34 | 0% | -8% | -4 | COCCCN1C(=O)C(CC(=O)NC(c2ccccc2)c2ccccc2)CC(C(=O)N2CCOCC2)=C1C (centres undefined)
35 | -3% | -1% | 4 | O=C(NCc1cccnc1)c1cc(C(=O)NCc2cccnc2)cc([N+](=O)[O-])c1
36 | 0% | 7% | 3 | CCCn1c(N)c(C(=O)CSc2nnc(Cc3cccs3)n2C2CC2)c(=O)[nH]c1=O
37 | 33%[activator] | -2% | 6 | NC(=O)NN=C1CCN2CCCc3cccc1c32

Remaining list, next part
41. COc1ccc(CN(C)CCCn2cnc3c(SC)ncnc32)cc1OC
42. C[C@@H]1CN([C@H](C)CO)C(=O)CCCn2nncc2CO[C@H]1CN(C)S(=O)(=O)c1ccc(C#N)cc1
43. O=C(C[C@H]1C(=O)N(Cc2ccccc2)C[C@@H]1c1ccc(Br)cc1)Nc1ccc(Br)cc1
44. C[C@H](CO)N1C[C@H](C)[C@@H](CN(C)Cc2ccc(C(=O)O)cc2)Oc2ncc(-c3ccc(C(=O)N(C)C)cc3)cc2C1=O
45. C[C@@H]1CN([C@H](C)CO)C(=O)c2cc(NC(=O)Nc3ccc(F)cc3)ccc2O[C@@H](C)CCCCO[C@H]1CN(C)S(=O)(=O)c1cccs1
46. Cc1cccc2cc(C#N)c(NCCNC(=O)c3ccccc3)nc12
47. COCc1c(C(=O)Nc2nnc(C3CC3)s2)oc2ccccc12
48. COc1cccc(C(=O)N2CCN(c3nc4cc(C)cc(C)c4cc3C#N)CC2)c1
49. CC(C)(C)OC[C@H](NC(=O)c1[nH]cnc1C(=O)Nc1ccccc1F)C(=O)OC(C)(C)C
50. CCCCn1c(=S)[nH]c2c(=O)n(C)c(=O)n(C)c21

screen / no.	41	42	43	44	45	46	47	48	49	50
GLS inh	-1%	-10%	1%	-12%	-12%	-2%	-6%	-1%	-2%	-19%
Tb PGK inh	6%	6%	-2%	-3%	-4%	-8%	-4%	1%	-10%	0%
PI4K2A inh	-3	-3	0	2	-2	-3	-2	-4	-3	5

51. CC1Sc2ccc(C(=O)N(CCc3ccccc3)Cc3ccccc3)cc2NC1=O (centres undefined)
52. Brc1ccc2c(c1)-c1ccccc1C1=NCCN12
53. Cc1ccc(S(=O)(=O)N2CCC(=O)c3ccccc32)cc1
54. Cc1ccc2nc3n(c(=O)c2c1)-c1ncccc1C(=O)NC3Cc1ccc(O)cc1 (centres undefined)
55. C[C@@H]1CCCCO[C@@H](CN(C)S(=O)(=O)c2cccs2)[C@@H](C)CN([C@H](C)CO)C(=O)c2cc(NS(=O)(=O)c3ccccc3)ccc2O1
56. C[C@H](CO)N1C[C@H](C)[C@@H](CN(C)C(=O)c2ccccc2)OCc2cn(nn2)CCCC1=O
57. C[C@@H]1CN([C@@H](C)CO)C(=O)CCCn2cc(nn2)CO[C@H]1CN(C)S(=O)(=O)c1ccc(Oc2ccccc2)nc1
58. CCN(CC)CCCn1c2c(c(SCC(=O)Nc3cc(C)cc(C)c3)nc1=O)CCC2
59. Cc1c(NC(=O)c2nn(C(C)C)c(=O)c3ccccc23)c(=O)n(-c2ccccc2)n1C
60. O=C1[C@H]2[C@@H](c3ccccc3)N[C@]3(CCCN(Cc4ccc(Cl)cc4)C3=O)[C@H]2C(=O)N1Cc1ccccc1

screen / no.	51	52	53	54	55	56	57	58	59	60
GLS inh	4%	-13%	9%	-5%	6%	-2%	1%	-1%	4%	-10%
Tb PGK inh	-2%	-4%	-1%	-8%	i	3%	5%	-5%	-5%	i
PI4K2A inh	-3	6	-2	-6	-30	-4	0	-3	6	1

61. CC1N=C(SCC(=O)c2ccc(F)cc2)N2C(C)N=C(SCC(=O)c3ccc(F)cc3)N12 (centres undefined)
62. Cc1nc2ccccn2c(=O)c1NC(=O)c1ccco1
63. COc1ccc(CCNC(=O)c2ccc(CS(=O)(=O)Cc3ccc(C)cc3)o2)cc1OC
64. C[C@@H]1CN([C@H](C)CO)C(=O)CCCn2nncc2CO[C@H]1CN(C)S(=O)(=O)c1ccc(Oc2ccccc2)nc1
65. Cc1cc(C)cc(OCC(=O)NNC(=O)CC(C)c2ccccc2)c1 (centres undefined)
66. Cc1ccc([C@H]2C[C@H](n3cc(C4CC4)nn3)[C@@H](O)CN2Cc2cccs2)cc1
67. COCOCCn1cc(CN2CCS(=O)(=O)N(Cc3ccc(-c4ccc(OC)cc4)cc3)C(C)C2=O)nn1 (centres undefined)
68. CC(=O)Nc1cccc(C(=O)OCC(=O)NC(=O)NC2CCCC2)c1

screen / no.	61	62	63	64	65	66	67	68
GLS inh	0%	2%	1%	-7%	-3%	0%	-22%	12%
Tb PGK inh	-8%	-4%	-6%	4%	2%	-7%	-6%	2%
PI4K2A inh	10	-6	-6	-1	-4	-7	-7	-11

Screening data (PubChem BioAssay)
